FEN1 inh – inhibitors of human flap endonuclease 1 | P39748 | Recombinant FEN1 flap cleavage, fluorescence, 15 min | Potency, µM (highest dose often 114 µM), inactives show at the top dose activity change, negative = inhibition, hits mostly inhibitors | 0.35% of 390,000 active; further: nearly all actives have a fitted effect of over 65% in size
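Concentration–response screening of FEN1 (10 nM): 15 min compound preincubation at room temperature, reaction started with 50 nM substrate and read at 0 and 15 min. Corrected, normalized data were fitted by a four-parameter Hill equation.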
N370S GC – inhibits or activates N370S mutant glucocerebrosidase; P04062; N370S GC spleen homogenate, 4MU-glucoside fluorescence; Potency, µM (top dose mostly 59.4 µM), inactives show at the highest dose activity change, negative = inhibition, most hits filed as inhibitors; 0.092% of 330,000 active; AID 2101;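 further: 0% = full enzyme activity and -100% = no enzyme basal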
KAT2A inh – GCN5L2 (KAT2A) acetyltransferase inhibition; Q92830; GCN5L2 HAT assay, ThioGlo1 CoA-SH fluorescence; Potency, µM (series often up to 58.9 µM), for inactives: at the highest dose activity change, negative = inhibition, hits mostly inhibitors; 0.21% of 390,000 active; AID 504327
Target sequence (Q92830 whole entry, looked up): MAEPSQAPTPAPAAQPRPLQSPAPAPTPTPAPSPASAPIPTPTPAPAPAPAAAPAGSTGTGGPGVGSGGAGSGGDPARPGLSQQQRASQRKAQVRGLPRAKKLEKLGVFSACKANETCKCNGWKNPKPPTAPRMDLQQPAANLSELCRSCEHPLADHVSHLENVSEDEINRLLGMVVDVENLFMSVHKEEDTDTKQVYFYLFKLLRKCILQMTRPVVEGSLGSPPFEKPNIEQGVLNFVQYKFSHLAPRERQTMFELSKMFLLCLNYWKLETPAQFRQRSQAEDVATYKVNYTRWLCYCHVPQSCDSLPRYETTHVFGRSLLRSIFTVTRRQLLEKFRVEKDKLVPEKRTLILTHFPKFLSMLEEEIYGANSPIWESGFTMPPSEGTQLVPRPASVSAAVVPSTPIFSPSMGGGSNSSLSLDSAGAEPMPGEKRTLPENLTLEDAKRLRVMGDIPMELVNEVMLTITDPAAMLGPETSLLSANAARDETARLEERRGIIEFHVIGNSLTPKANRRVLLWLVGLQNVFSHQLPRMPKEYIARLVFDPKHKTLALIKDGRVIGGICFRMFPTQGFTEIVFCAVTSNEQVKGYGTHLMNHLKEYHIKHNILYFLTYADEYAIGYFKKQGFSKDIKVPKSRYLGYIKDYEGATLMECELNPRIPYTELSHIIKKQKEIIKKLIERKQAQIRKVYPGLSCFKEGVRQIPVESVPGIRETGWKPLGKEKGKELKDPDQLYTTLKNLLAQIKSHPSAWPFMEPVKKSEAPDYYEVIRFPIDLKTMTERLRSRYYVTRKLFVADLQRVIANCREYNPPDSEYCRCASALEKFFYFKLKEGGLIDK
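Free CoA generated was detected with ThioGlo1 (50uM) fluorescence at Ex340nm/Em540nm, read immediately and after 20 min at room temperature. Enzyme, 20 nM in HEPES pH 7.5 buffer, saw compounds 15 min before adding 75uM H3(1-25) peptide and 70uM acetyl-CoA.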
* = called active by the depositor; u = inconclusive; x = not tested or not shown; & = joins results of further samples; [ ] = remark or other dose. The call rests on the fitted dose curve; in most records, active means well fitted curve in the direction sought with a large enough effect; inconclusive means small, poorly fitted or top-dose-only effect, or another doubt; inactive means no such curve, though single readings can be large; an effect the other way counts as inactive or inconclusive. Unless noted, on the % scale 0 is the no-effect control and ±100 the full control effect; potency means the concentration at half of the fitted maximal effect. This is a subset (hit frequency here may not be typical).

The opening 26 compounds (preview)
SMILES | FEN1 inh | N370S GC | KAT2A inh
O=C(c1ccc(Cl)cc1)c1nnc(-c2ccncc2)o1 | 3% | 20% | -5%
CC(C)n1c(O)c(/C=C2\C=Nc3ccccc32)sc1=Nc1ccccc1 | -8% | 5% | 18%
Cc1ccc(C)c(-c2[nH]ncc2CN2CCCC(CO)(Cc3ccccc3C)C2)c1 (stereo not given) | 2% | -16% | -15%
C=CCn1c(SCC(=O)O)nnc1-c1ccccc1 | 4% | 6% | -6%
CC1CCC(NC(=O)CN2C(=O)c3ccccc3S2(=O)=O)CC1 (stereo not given) | -4% | x | -1%
CC(C)N(Cc1ccccc1)C(=O)/C=C/c1ccccc1[N+](=O)[O-] | -1% | -9% | 0%
COc1ccc(C2c3c(oc4ccccc4c3=O)C(=O)N2Cc2ccncc2)cc1 (stereo not given) | x | 2% | u
Clc1ccc(-n2cc(-c3ccc(Br)cc3)[n+]3c2CCCCC3)cc1 | 2% | -1% | 0%
Cc1csc(SCc2nc3sc4c(c3c(=O)[nH]2)CCC4)n1 | -12% | 26% | 0%
O=C(N/N=C/c1cn(Cc2ccccc2)c2ccccc12)c1ccncc1 | -24% | -14% | -6%
O=C(Cn1c(NCCO)nc2ccccc21)Nc1cccc(S(=O)(=O)N2CCCC2)c1 | 3% | x | -3%
COc1ccc(C(=O)NCC(=O)OCC(=O)NC2CCCCCC2)cc1 | -10% | x | -5%
O=C(NCCCn1ccnc1)c1cc(-c2ccc(Br)cc2)on1 | -4% | -7% | -10%
COc1ccc(CCN(C)C(=O)c2c(C)noc2C)cc1OC | -2% | x | 2%
COc1cccc(-c2nc(CS(=O)(=O)CC(=O)Nc3ccc(F)cc3F)c(C)o2)c1 | -5% | 6% | -2%
O=C(/C=C/c1cc([N+](=O)[O-])ccc1OC(F)F)Nc1cccc(OC(F)F)c1 | -4% | -4% | 36%[activator]
O=C(O)CCc1ccc(-c2ccccc2)n1CC1CCCO1 (stereo not given) | -2% | 22% | -6%
O=C(NCc1ccco1)/C(=C\c1ccco1)NC(=O)c1cccs1 | 1% | 10% | -15%
Cc1cccc2nc(CSc3nnnn3-c3ccccc3)cn12 | -1% | -3% | -1%
CCc1ccc(C(=O)COC(=O)c2cccc(N3C(=O)c4c(C)nc5ccccc5c4C3=O)c2)cc1 | -8% | 14% | -1%
CC(C)CCN1C(=O)c2ccc(C(=O)OCC(=O)N(C)C3CCS(=O)(=O)C3)cc2C1=O (stereo not given) | 3% | 0% | -5%
CCOc1ccc(CN(C)C(=O)CN2C(=O)NC(c3ccccc3)(c3ccccc3)C2=O)cc1 | 6% | x | -7%
Cc1nc2scc(C)n2c(=O)c1S(=O)(=O)Nc1ccc(N2CCOCC2)cc1 | 1%&-1% | -2% | -3%&-6%
CCN(CC)S(=O)(=O)c1ccc(OC)nc1 | 10% | 7% | -7%
CCNS(=O)(=O)c1ccc(CCC(=O)N2CCN(c3ccccc3)CC2)cc1 | 6% | 0% | -11%
COc1coc(/C=C/C(=O)O)cc1=O | -5% | 5% | -3%

Results, repeating the preview:
SMILES | FEN1 inh | N370S GC | KAT2A inh
O=C(c1ccc(Cl)cc1)c1nnc(-c2ccncc2)o1 | 3% | 20% | -5%
CC(C)n1c(O)c(/C=C2\C=Nc3ccccc32)sc1=Nc1ccccc1 | -8% | 5% | 18%
Cc1ccc(C)c(-c2[nH]ncc2CN2CCCC(CO)(Cc3ccccc3C)C2)c1 (stereo not given) | 2% | -16% | -15%
C=CCn1c(SCC(=O)O)nnc1-c1ccccc1 | 4% | 6% | -6%
CC1CCC(NC(=O)CN2C(=O)c3ccccc3S2(=O)=O)CC1 (stereo not given) | -4% | x | -1%
CC(C)N(Cc1ccccc1)C(=O)/C=C/c1ccccc1[N+](=O)[O-] | -1% | -9% | 0%
COc1ccc(C2c3c(oc4ccccc4c3=O)C(=O)N2Cc2ccncc2)cc1 (stereo not given) | x | 2% | u
Clc1ccc(-n2cc(-c3ccc(Br)cc3)[n+]3c2CCCCC3)cc1 | 2% | -1% | 0%
Cc1csc(SCc2nc3sc4c(c3c(=O)[nH]2)CCC4)n1 | -12% | 26% | 0%
O=C(N/N=C/c1cn(Cc2ccccc2)c2ccccc12)c1ccncc1 | -24% | -14% | -6%
O=C(Cn1c(NCCO)nc2ccccc21)Nc1cccc(S(=O)(=O)N2CCCC2)c1 | 3% | x | -3%
COc1ccc(C(=O)NCC(=O)OCC(=O)NC2CCCCCC2)cc1 | -10% | x | -5%
O=C(NCCCn1ccnc1)c1cc(-c2ccc(Br)cc2)on1 | -4% | -7% | -10%
COc1ccc(CCN(C)C(=O)c2c(C)noc2C)cc1OC | -2% | x | 2%
COc1cccc(-c2nc(CS(=O)(=O)CC(=O)Nc3ccc(F)cc3F)c(C)o2)c1 | -5% | 6% | -2%
O=C(/C=C/c1cc([N+](=O)[O-])ccc1OC(F)F)Nc1cccc(OC(F)F)c1 | -4% | -4% | 36%[activator]
O=C(O)CCc1ccc(-c2ccccc2)n1CC1CCCO1 (stereo not given) | -2% | 22% | -6%
O=C(NCc1ccco1)/C(=C\c1ccco1)NC(=O)c1cccs1 | 1% | 10% | -15%
Cc1cccc2nc(CSc3nnnn3-c3ccccc3)cn12 | -1% | -3% | -1%
CCc1ccc(C(=O)COC(=O)c2cccc(N3C(=O)c4c(C)nc5ccccc5c4C3=O)c2)cc1 | -8% | 14% | -1%
CC(C)CCN1C(=O)c2ccc(C(=O)OCC(=O)N(C)C3CCS(=O)(=O)C3)cc2C1=O (stereo not given) | 3% | 0% | -5%
CCOc1ccc(CN(C)C(=O)CN2C(=O)NC(c3ccccc3)(c3ccccc3)C2=O)cc1 | 6% | x | -7%
Cc1nc2scc(C)n2c(=O)c1S(=O)(=O)Nc1ccc(N2CCOCC2)cc1 | 1%&-1% | -2% | -3%&-6%
CCN(CC)S(=O)(=O)c1ccc(OC)nc1 | 10% | 7% | -7%
CCNS(=O)(=O)c1ccc(CCC(=O)N2CCN(c3ccccc3)CC2)cc1 | 6% | 0% | -11%
COc1coc(/C=C/C(=O)O)cc1=O | -5% | 5% | -3%
CC1(C)Cc2c(C#N)c(N3CCCC3)nc(-c3ccco3)c2CO1 | x | 0% | -12%
CCc1nnc(NC(=O)CSc2n[nH]c(-c3ccccc3O)n2)s1 | 0% | 18% | -3%
CCN(c1ccccc1)S(=O)(=O)c1ccc(C(=O)Nc2nnc(CSC)o2)cc1 | -13% | -2% | -7%
CN=C1S/C(=C\c2ccc(N3CCOCC3)cc2C)C(=O)N1C | 0% | 5% | -1%
O=C(COC(=O)C1CC(O)CN1S(=O)(=O)c1ccc(Cl)cc1)c1ccccc1 (stereo not given) | -7% | 12% | 1%
COc1ccc(N2CCN(CC(O)COc3ccc4c(c3)CCC4)CC2)cc1 (stereo not given) | 8% | -20% | -1%
CC(Oc1ccc(-c2nnco2)cc1)C(=O)N1CCOCC1 (stereo not given) | -1% | -5% | -2%
Cc1ccc(N(CC(=O)NC(C)(C)C)C(=O)CNC(=O)c2cccs2)cc1 | -4% | -15% | -3%
CCOC(=O)Cn1c(=N)n(CCOc2cccc(C)c2)c2ccccc21 | -1% | -7% | -21%
Cc1ccc(NS(=O)(=O)c2ccc(NC(=O)C3CC3)cc2)cc1C | -1% | -9% | u
CC(=O)N1CCN(S(=O)(=O)c2cccc(C(=O)OCC(=O)N(CCC#N)c3ccc(F)cc3)c2)CC1 | 0% | x | -7%
CCc1ccc(S(=O)(=O)NCc2nc3cccnc3n2Cc2ccccc2Cl)cc1 | -3% | x | -14%
CCCOc1ccc(C(=O)c2nc3c(n2O)CCCCC3)cc1 | 3% | u | -8%
O=C(CN1C(=O)COc2ccc(Cl)cc21)N1CCCCC1 | -17% | -1% | -2%
O=C(CSc1nnc(COc2cccc3cccnc23)o1)N1CCN(C(=O)c2ccco2)CC1 | -1% | 6% | -5%
COc1ccc(C(=O)NCCC2=CCCCC2)cc1OC1CCN(C(C)C)CC1 | 3% | -2% | -1%
C=C(C)c1cccc(C(C)(C)NC(=O)NNC(=O)c2ccccc2O)c1 | 1% | -5% | -20%
Cc1ccccc1OCC(=O)OCc1cc(=O)n2ccsc2n1 | 18% | x | 2%
COC(=O)c1c(NC(=O)c2ccco2)sc2c1CC(C)(C)NC2(C)C | -8% | -8% | -5%
O=C1CC(c2cccc(F)c2)C2=C(CCCC2=O)N1 (stereo not given) | -2% | -1% | -8%
O=c1c2c(-c3ccc(Cl)cc3)csc2ncn1/N=C/c1cccc([N+](=O)[O-])c1O | -9% | -11% | u
COc1ccc(C(=O)C2CCCN(C3Cc4ccccc4C3)C2)cc1OC (stereo not given) | 3% | 11% | -1%
O=C(c1coc(=O)c2ccccc12)N1CCN(Cc2ccccc2)CC1 | -3% | 5% | -16%
Cc1cc(C(=O)CN2C(=O)C(=O)N(CCC3=CCCCC3)C2=O)c(C)n1C | -4% | x | -17%
CSC1=NCCN1C(=O)c1c(F)cccc1Cl | 9% | 3% | -2%
COC(=O)Nc1cc(C)n(-c2ccccc2)n1 | 0% | 2% | 2%
COC(=O)/C=C/c1oc2ccccc2c1C | -12% | 3% | -4%
Cc1cnc(C(=O)Nc2ccc(N3CCN(C(=O)OC(C)(C)C)CC3)cc2)cn1 | -10% | 2% | -8%
O=C(C1CC1c1ccccc1)N1CCN(c2cccc(Cl)c2)CC1 (stereo not given) | -9% | 25% | -11%
NC(=O)c1ccc(NC(=O)c2ccc3c(c2)CCN3S(=O)(=O)c2ccccc2)cc1 | 19% | -2% | -24%
Cc1ccc2c(CNCc3ccc(C)o3)c(C(=O)O)n(Cc3ccc(F)cc3)c2c1 | -14% | x | -4%
N#C/C(=C\c1cn(CC(=O)N2CCCC2)c2ccccc12)C(=O)NCc1ccc2c(c1)OCO2 | 0% | 8% | -3%
Cc1cccc(N2CCN(CC(=O)Nc3ccccc3[N+](=O)[O-])CC2)c1C | -2% | 11% | -9%
O=C(O)c1ccc(NC(=S)NCc2ccccc2)cc1 | 2% | -11% | -4%

An excerpt of these results, with values under each structure:
The line under a structure holds: FEN1 inh, N370S GC, KAT2A inh
- O=C1CC(c2cccc(F)c2)C2=C(CCCC2=O)N1 (stereo not given)
    -2%, -1%, -8%
- Cc1cccc(N2CCN(CC(=O)Nc3ccccc3[N+](=O)[O-])CC2)c1C
    -2%, 11%, -9%

Further records follow:
SMILES | FEN1 inh | N370S GC | KAT2A inh
CCN(CC(=O)NCc1ccc(F)cc1)C(=O)C1CC1C (stereo not given) | 5% | -12% | -1%
Cc1ccc(-c2cc(-c3ccccc3[N+](=O)[O-])[nH]n2)c(O)c1 | -23% | x | -6%
COC(=O)c1sc(-c2ccc(Cl)cc2)cc1NC(=O)c1ccccc1C(=O)O | u | -10% | u
Cc1ccccc1-n1c(SCC(=O)N2CCN(c3ccccn3)CC2)nnc1N1CCOCC1 | 0% | x | -4%
Cc1oc(-c2cccc3ccccc23)nc1CN1CCN(c2ncnc3ccccc23)CC1 | -12% | 9% | -3%
Cc1ccc(CNC(=O)c2cc3c(s2)CN(Cc2ccccc2)C3)cc1 | 0% | -6% | -8%
O=C(Nc1nccs1)c1ccc(S(=O)(=O)N2CCCCC2)cc1 | 5% | 1% | 0%
O=C(c1cn(-c2ccccc2)nc1-c1ccncc1)N1CCCCC1 | -1% | -1% | -5%
Cc1cccc(NC(=O)CSc2nnnn2C2CCCC2)c1 | 3% | -11% | -2%
C/C(=N\NC(=O)c1ccc(O)cc1)c1ccc(NC(=O)Cc2ccccc2)cc1 | -3% | -3% | -5%
Cc1nonc1C1CCCN1Cc1cn[nH]c1-c1ccc2c(c1)OCO2 (stereo not given) | -5% | 4% | -3%
CC(C)OCCCn1c(SC(C)C(=O)NC2CC2)nc2ccccc2c1=O (stereo not given) | -5% | 0% | 0%
CCOC(=O)C1=CN(Cc2ccco2)S(=O)(=O)N(C)C1c1ccc(F)c(Cl)c1 (stereo not given) | 9% | x | -11%
O=C(CN1C(=O)c2cccc3cccc1c23)Nc1ccccc1Br | 14% | x | -2%
O=C(NC(=S)N1CCCc2ccccc21)c1ccco1 | 0% | 6% | -8%
O=C(CSc1nnc2ccc(-c3ccccc3)nn12)NCC1CCCO1 (stereo not given) | 1% | 17% | -4%
COC(=O)c1cc(C(=O)CC(C)C)c[nH]1 | 1% | 2% | -7%
CC1Cc2c([nH]c3ccccc23)C(=O)N1 (stereo not given) | 3% | -4% | -15%
COc1ccc(OCCSc2nnc3sc4ccccc4n23)cc1 | -9% | -2% | -2%
CCOC(=O)Cc1[nH]nc2c1C(C1C=CCCC1)C(C#N)=C(N)O2 (stereo not given) | 8% | -3% | 3%

Copied from the list.
Value for O=C(N/N=C/c1cn(Cc2ccccc2)c2ccccc12)c1ccncc1 under FEN1 inh: -24%
Value for COc1ccc(CCN(C)C(=O)c2c(C)noc2C)cc1OC under FEN1 inh: -2%

High-throughput results from PubChem BioAssay.
